Compound activity as filed in PubChem.
bIAP inhibitor – bovine intestinal alkaline phosphatase inhibitors, primary screen, selectivity assay for TNAP inhibitor project, biochemical, bovine IAP, CDP-star luminescence; alkaline phosphatase, intestinal [Bos taurus]; inhibition, % at 20 µM; 190,000 tested, under 10 active; purified bovine IAP, 30 min;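 active = over 50% inhibition of intestinal alkaline phosphatase at 20 µM in the single-dose screen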
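System: purified bovine intestinal alkaline phosphatase (IAP) enzyme; Input: IAP diluted 1/65,000,000 in the well; Measured by: CDP-star luminescence signal; Compound dosing: 20 µM single dose; Incubation: 30 min reaction at room temperature.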
Diaph act CS – compounds boosting diaphorase resazurin reduction – biochemical, uHTS, resorufin fluorescence, counter-screen for diaphorase-coupled primary assays, primary screen; Diaphorase/resazurin coupled assay, 16 min; stronger effect = higher value; 1 = vehicle wells, 0 = NADH-free wells; activation factor at 20 µM; 190,000 tested, 0.005% active; AID 1229, 2008;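 active = diaphorase activity raised at least twofold by the compound at 20 µM; inactive = activation factor below 2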
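Material: Purified diaphorase enzyme from Clostridium kluyveri | Buffer or medium: 50 mM HEPES pH 7.4 with 4.542 mM MgCl2, 0.005% Tween 20 | Times: 16 min enzyme reaction, ambient temperature | Signal: Red resorufin fluorescence at 544/590 nm excitation/emission | Measure: Increased resorufin signal from activators or reducing compounds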
Lmaj promast – Leishmania major promastigote growth inhibition, primary screen. inhibition, % at 10 µM. 200,000 tested, 9% active. AID 1063, 2008. Leishmania major promastigotes, resazurin fluorescence viability; in the data active = inhibition above about 50%;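 note: promastigotes grown with compound for 44 hours at 28 °C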
TNAP act hi DEA – TNAP activators at high phosphate acceptor level, primary screen, biochemical, luminescence, uHTS. activation factor at 20 µM. Alkaline phosphatase, tissue-nonspecific isozyme (Homo sapiens), P05186. 200,000 tested, under 10 active. purified TNAP, CDP-star luminescence, 1 M DEA, 30 min; stronger effect = higher value; 0 = EDTA background, 1 = DMSO-only activity;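 active = activation factor at least 2 at 20 µM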
Target sequence (P05186 whole entry, looked up): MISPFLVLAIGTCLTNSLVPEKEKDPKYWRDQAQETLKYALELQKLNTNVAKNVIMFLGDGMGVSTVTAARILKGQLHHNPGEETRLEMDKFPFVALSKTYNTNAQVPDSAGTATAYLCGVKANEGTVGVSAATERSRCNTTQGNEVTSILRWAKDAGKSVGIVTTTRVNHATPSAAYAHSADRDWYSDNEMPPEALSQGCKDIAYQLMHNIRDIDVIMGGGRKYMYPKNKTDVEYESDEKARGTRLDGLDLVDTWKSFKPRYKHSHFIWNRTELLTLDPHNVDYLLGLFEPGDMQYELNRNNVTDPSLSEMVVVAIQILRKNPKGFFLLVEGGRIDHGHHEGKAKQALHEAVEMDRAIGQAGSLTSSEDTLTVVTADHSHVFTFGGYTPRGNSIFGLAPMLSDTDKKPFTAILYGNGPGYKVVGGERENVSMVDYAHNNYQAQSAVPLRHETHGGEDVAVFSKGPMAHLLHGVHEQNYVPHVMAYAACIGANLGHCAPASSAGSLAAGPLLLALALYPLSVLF
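Control set: EDTA negative control, DMSO positive control / Assay system: human TNAP / Quantity: TNAP 1/800 final / Evaluation: TNAP activation factor scaled between EDTA and DMSO control wells / Measured by: luminescent substrate turnover signal / Compound dosing: one dose, 20 µM / Times: 30 min enzyme reaction at room temperature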
TNAP inh noacc – human TNAP enzyme inhibitors, primary screen, biochemical, luminescent, no phosphate acceptor, uHTS; inhibition, % at 20 µM; Alkaline phosphatase, tissue-nonspecific isozyme (Homo sapiens), P05186; purified TNAP, CDP-star luminescence, 30 min; AID 1012, 2008; 200,000 tested, 0.26% active;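 active = tissue-nonspecific alkaline phosphatase inhibition above about 50% at 20 µM in the single-dose screen, limit read from the data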;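 note: 0% = DMSO negative control and 100% = EDTA positive control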
TNAP inh hi DEA – human TNAP enzyme inhibitors, primary screen, biochemical, luminescent, high phosphate acceptor level, uHTS; AID 1135, 2008; purified TNAP, CDP-star luminescence, 1 M DEA; 200,000 tested, 0.03% active; inhibition, % at 20 µM; Alkaline phosphatase, tissue-nonspecific isozyme (Homo sapiens), P05186;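 active = over 50% inhibition of tissue-nonspecific alkaline phosphatase at 20 µM in the single-dose screen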;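 note: plate controls were DMSO wells for no effect and EDTA-quenched wells as full inhibition for full effect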
Diaph inh CS – diaphorase inhibitors and chemical oxidizers, primary screen, counter-screen for diaphorase-coupled primary assays, biochemical, uHTS, resorufin fluorescence; inhibition, % at 20 µM; 190,000 tested, 0.69% active; AID 1217, 2008; diaphorase resazurin-to-resorufin fluorescence, NADH, 16 min; bacterial (C. kluyveri) enzyme, not human;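 active = primary screen inhibition at 20 µM above a set limit, cut at about 50% in these data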;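 note: plate controls were DMSO with full reaction for no effect and wells lacking NADH for full effect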
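Assay system: diaphorase enzyme from Clostridium kluyveri. Quantity: enzyme working solution with 0.14 U/mL diaphorase. Schedule: reaction incubation of 16 min at room temperature. Technique: resorufin fluorescence, excitation 544 nm, emission 590 nm. Controls: No-NADH positive control and DMSO neutral control.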
PMI act – activators of human PMI, primary screen, biochemical, fluorescence intensity, near-Km mannose 6-phosphate; purified human PMI, coupled resazurin fluorescence, 20 min; stronger effect = higher value; 1 = vehicle control, 0 substrate-free wells; activation factor at 20 µM; 190,000 tested, 0.005% active; AID 1214, 2008;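 active = activation factor of 2 or more at 20 µM, relative to plate controls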
Target sequence (P34949 whole entry, looked up): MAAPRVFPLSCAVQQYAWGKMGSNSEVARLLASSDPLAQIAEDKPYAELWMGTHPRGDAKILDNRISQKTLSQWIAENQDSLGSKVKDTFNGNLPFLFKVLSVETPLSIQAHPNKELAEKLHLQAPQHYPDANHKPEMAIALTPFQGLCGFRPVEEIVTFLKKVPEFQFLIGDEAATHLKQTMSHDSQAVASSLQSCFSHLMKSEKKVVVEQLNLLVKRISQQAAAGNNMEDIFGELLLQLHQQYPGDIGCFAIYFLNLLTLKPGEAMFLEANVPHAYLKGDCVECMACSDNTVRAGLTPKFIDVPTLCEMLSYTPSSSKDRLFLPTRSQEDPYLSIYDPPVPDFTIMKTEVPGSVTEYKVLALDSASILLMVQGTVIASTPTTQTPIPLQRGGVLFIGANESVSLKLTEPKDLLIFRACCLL
PMI act hi M6P – human PMI activators, high substrate, primary screen, biochemical, fluorescence intensity, near-saturating mannose 6-phosphate. Mannose-6-phosphate isomerase (Homo sapiens), P34949. coupled PMI enzyme assay, resazurin fluorescence, 20 min; stronger effect = higher value; 1 = untreated enzyme, 0 = substrate-free blank. activation factor at 20 µM. 190,000 tested, 0.34% active;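 active = activation factor of 2 or more at 20 µM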
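Material: human phosphomannose isomerase with PGI, G6PDH, diaphorase coupling enzymes / Reagent: Man-6-P substrate 1.0 mM / Dosing: single compound dose of 20 µM, 1% DMSO final / Incubation: enzyme reaction with compound 20 min at room temperature / Signal: resorufin fluorescence (Ex 544/Em 590 nm) from resazurin via diaphorase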
bIAP activator – bovine intestinal alkaline phosphatase activators, primary screen, biochemical, bovine IAP, CDP-star luminescence; alkaline phosphatase, intestinal [Bos taurus]; purified bovine IAP, 30 min; stronger effect = higher value; fold of DMSO-control signal, blank-subtracted; activation factor at 20 µM; 200,000 tested, 0.17% active; AID 1016, 2008;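 active = activation factor of 2 or more at 20 µM, a signal rise over negative controls twice the positive control's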
Active calls of the source: *; / = no result given.

SMILES	bIAP inhibitor	Diaph act CS	Lmaj promast	TNAP act hi DEA	TNAP inh noacc	TNAP inh hi DEA	Diaph inh CS	PMI act	PMI act hi M6P	bIAP activator
Cc1cc(Br)c(NC(=O)COn2nnc3ccc(S(C)(=O)=O)cc32)c(Br)c1	6	0.9	-1	1	-4	-2	10	1.2	1.1	0.9
O=C(NCc1ccccc1)C(Cc1ccccc1)N1C(=O)C2C3CCC(C3)C2C1=O (configuration not stated)	1	1	0	1	-6	0	2	0.9	0.9	1
Cc1nc(-n2nnc(CO)c2CO)nc2c1CCC2	-3	1	-5	1	-10	-2	2	1.1	1.1	1
CC(C)(C)N(NC(=O)OCc1ccccc1)C(=O)c1ccccc1Cl	-71	0.9	23	1	-14	-1	8	1.1	1	1.7
CN(C(=O)CCN1C(=O)c2ccccc2C1=O)C1CCCCC1	3	0.9	-7	1	-16	-4	9	1	1.1	1
CCOCc1nnc(NC(=O)c2cccc(OC)c2)s1	1	1	-11	1	-2	-5	4	1.1	1.1	1
COc1ccc(-n2nc3c(c2NC(=O)c2ccc(N4C(=O)CCC4=O)cc2)CSC3)cc1	-14	1	-1	1	-3	-3	2	1	1	1.1
CCOc1ccccc1OCC(=O)NC1CCCCC1	9	1	6	1	-12	-4	4	1.1	1.1	0.9
COc1ccccc1N1CC(C)C(=O)NC1=S (configuration not stated)	2	0.9	-3	1	-9	-4	7	1.1	1	1
COc1ccccc1N(O)C1CC(=O)N(c2ccc(Br)cc2)C1=O (configuration not stated)	9	0.6	-6	1	6	0	37	0.7	0.8	0.9
N#CCCCSc1nnc(-c2ccc(Cl)cc2)n1-c1ccccc1	-4	1	9	1	-9	-4	3	1.1	1.1	1
C=CCn1c2ccccc2n2nc(C)c(=O)nc12	8	0.9	-2	1	-10	-1	5	1	1	0.9
CCN(CC)C(=O)c1[nH]cnc1C(=O)N[C@@H](CC(C)C)C(=O)OCc1ccccc1	-16	0.8	2	1.1	-1	-6	16	0.9	0.9	1.2
CC(=O)CSc1nnc(-c2cnccn2)n1-c1ccccc1	13	0.9	0	1.1	-2	-6	12	0.9	0.9	0.9
CC(C)COc1ccc(S(=O)(=O)n2cc(F)c(=O)[nH]c2=O)cc1	13	1	-1	1	-8	-5	-2	0.9	0.5	0.9
CC(=O)NC1C(Oc2ccccc2C)OC(CO)C(O)C1O (configuration not stated)	-18	/	-14	1	-7	0	/	/	/	1.2
C=C(C)CC1N(c2cccc(OC)c2)C(=O)[C@@H]2C(C(=O)O)[C@H]3C=C[C@@]12O3 (some centres not stated)	8	0.8	-9	1.1	-10	-7	19	1	0.9	0.9
Clc1nnc(N/N=C/c2ccccc2)c2ccccc12	21	0.9	0	1	-2	0	9	1	1	0.8
Cc1ccccc1CSCC(=O)NCCSc1ccccn1	-8	0.9	14	1	-16	-4	8	1.1	1	1.1
O=C(CN(CCc1ccccc1)C(=O)c1csnn1)NC1CCCC1	1	0.9	-6	1	-2	-1	10	1	1	1
Cc1ccc(NC(=S)NCc2ccc3c(c2)OCO3)cc1C	7	0.9	-5	1	-25	-2	12	0.8	1	0.9
CCCCN(C(=O)c1cnc2n(c1=O)CCS2)c1ccccc1	10	0.8	-5	1	-5	-3	25	0.8	0.8	0.9
Cc1ccc(CNC(=O)c2cc3c(=O)n4cccc(C)c4nc3n(CC3CCCO3)c2=N)cc1 (configuration not stated)	2	0.8	/	1.1	-12	-6	16	1.1	0.9	1
Cc1ccc(N(O)C(=O)OCCNC(=O)Nc2ccccc2)cc1	10	0.9	-1	1.1	-15	-6	7	1.2	1	0.9

Structures from the list above containing a Cl atom, in the order listed:
SMILES	bIAP inhibitor	Diaph act CS	Lmaj promast	TNAP act hi DEA	TNAP inh noacc	TNAP inh hi DEA	Diaph inh CS	PMI act	PMI act hi M6P	bIAP activator
CC(C)(C)N(NC(=O)OCc1ccccc1)C(=O)c1ccccc1Cl	-71	0.9	23	1	-14	-1	8	1.1	1	1.7
N#CCCCSc1nnc(-c2ccc(Cl)cc2)n1-c1ccccc1	-4	1	9	1	-9	-4	3	1.1	1.1	1
Clc1nnc(N/N=C/c2ccccc2)c2ccccc12	21	0.9	0	1	-2	0	9	1	1	0.8

More records
SMILES	bIAP inhibitor	Diaph act CS	Lmaj promast	TNAP act hi DEA	TNAP inh noacc	TNAP inh hi DEA	Diaph inh CS	PMI act	PMI act hi M6P	bIAP activator
CCCCc1ccc(CC2S/C(=C(\C#N)C(=O)N3CCOCC3)N(c3ccccc3)C2=O)cc1 (configuration not stated)	-3	0.9	-5	1	-2	4	12	1	1.1	1
COc1ccc(F)c(CN2CCC(N3CCC(C(=O)N4CCOCC4)CC3)CC2)c1	-10	1	37	1.1	-10	-7	2	1	1	1.1
Cc1ccc(F)cc1NC(=O)c1cnccn1	-4	1.1	-7	1	-8	-3	-14	1.1	1.1	1
CN(C)C(=O)COC(=O)c1ccccc1OCC(=O)Nc1ccc(SC(F)F)cc1	11	1	3	1	-7	0	4	1.1	1.1	0.9
COc1ccc(OCC(O)CNCc2ccco2)cc1 (configuration not stated)	2	1	-5	1.1	-1	-8	-2	1	1	1
Cc1ccc(CNC(=O)[C@H](C)[C@H]2C[C@]2(C)[C@H](NC(=O)OCc2ccccc2)c2ccccc2)o1	-12	0.9	7	1	-2	0	13	1.1	1.1	1.1
O=S(=O)(c1ccccc1)N1CCN(c2ncnc3sc(-c4ccccc4)cc23)CC1	2	0.8	6	1	-6	-1	23	0.9	0.8	1
C=CCNC(=S)NNC(=O)c1cc(C)nc2ccccc12	22	0.8	-3	1.1	-179	-6	19	1	0.9	0.8
CCN(CC)S(=O)(=O)c1ccc(Cl)c(NC(=O)COc2ccc(OC)cc2)c1	-1	0.9	-10	1.1	-8	-5	9	1	1	1
COc1cc(C(c2sc3nc(C)nn3c2O)N2CCN(c3ccccc3)CC2)cc(OC)c1OC (configuration not stated)	9	1	-9	1	-5	-1	2	1	1.1	0.9
O=C(Nc1nccs1)C1CC(=O)N(c2ccccc2Cl)C1 (configuration not stated)	0	0.9	-4	1	1	-4	12	1	1	1
CCCS(=O)(=O)Nc1ccc(-c2ccc3nnc(C)n3n2)cc1	17	1	-6	1	1	-1	1	1	1	0.8
O=C(c1ccc([N+](=O)[O-])cc1)N(Cc1ccccc1)c1ccccn1	0	0.9	7	1	4	0	13	1	1	1
CC(=O)c1cc2c(cc1NC(=O)CN1CCOCC1)OCO2	11	0.9	0	1	-9	-3	12	1	1	0.9
Cc1cc2c(c(=O)n1Cc1ccco1)C(c1ccccc1)C(C#N)=C(N)O2 (configuration not stated)	0	0.9	3	1	0	-2	10	1	1	1
Cc1cccc(C(=O)Nc2cc(C)ccc2NC(=O)COc2ccccc2)c1	-1	0.8	-3	1	-5	-2	17	1.1	1	1
Cc1cccc(N2CCN(C(=O)CC(NC(=O)c3ccccc3)c3ccccc3)CC2C)c1 (configuration not stated)	2	0.9	38	1	-36	-1	8	0.9	1	1
O=C(CCCCl)Oc1ccc2cc(-c3ccc4ccccc4n3)c(=O)oc2c1	13	0.9	-5	1	-17	1	9	1	0.9	0.9
O=C(Nc1ccc(C(=O)O)cc1)/C(=C\c1cccc([N+](=O)[O-])c1)NC(=O)c1ccc(Br)o1	2	1	1	1	-9	-1	0	1	1	1
N#Cc1cnn(-c2ncnc3sc4c(c23)CCCC4)c1N	0	0.9	6	1.1	-4	-7	5	0.9	1	1
COc1ccc(-n2c(COc3ccc4c(c3)OCO4)nnc2SCC(=O)O)cc1	-13	1	-6	1.1	-11	-6	1	1	0.9	1.1
CSc1cc(C)nc(NC(C)=O)n1	10	0.8	0	1	-8	-5	19	1	0.9	0.9
CC1CN(S(=O)(=O)c2ccccc2)C(C)CN1S(=O)(=O)c1ccccc1 (configuration not stated)	2	1	-2	1	-4	3	4	1	1	1
Cc1ccc(S(=O)(=O)/N=c2\sccn2C)cc1	-6	0.9	-3	1	-5	4	9	1	1	1.1
Cc1cc(/C=N/NC(=O)c2cccs2)c(C)n1-c1cnccn1	-12	0.9	-2	1	-2	-4	14	0.9	0.9	1.1
N#CC1(c2ccccc2)CCC(=NO)CC1 (configuration not stated)	5	0.9	0	1	-21	-5	12	0.9	1	0.9
Cc1ccc(CNCCC2=CCCCC2)cc1	24	0.8	70*	1.1	-16	-7	21	0.9	1	0.8
Cc1ccc(C(=O)Nc2ccc(N3CCCC3)cc2)cc1	-13	0.9	4	1	-3	1	9	0.9	0.8	1.1
CCC(C)(C(=O)NC1CCCCC1)N(C(=O)CNC(C)=O)c1c(C)n(C)n(-c2ccccc2)c1=O (configuration not stated)	3	0.8	-1	1	-5	0	16	0.9	0.9	1
Cc1cc(SCC(=O)OC/C(O)=C(\C#N)c2nc3ccccc3[nH]2)c(C)cc1Br	5	1.1	35	1.1	-95	-6	-10	1.1	1	0.9
O=C(NCCCc1ccccc1)c1ccncc1	9	1	-2	1	-6	-4	1	1.1	1.1	0.9
Cc1c(OCC(=O)OC(C)(C)C)ccc2c3c(c(=O)oc12)CCC3	10	0.8	-4	1.1	-8	-7	22	0.9	0.9	0.9
Cc1cc(C)nc(NS(=O)(=O)c2ccc(NC(=O)Nc3ccccc3)cc2)n1	-4	1	-6	1	-5	-2	3	1	1	1
Cc1sc2ncnc(SCC(=O)NC(=O)NCc3ccco3)c2c1C	11	0.8	10	1.1	-13	-6	22	1	1.1	0.9
